High-throughput results as filed in PubChem.
esBAF inh – Bmi1 luciferase reporter increase in mESCs, primary screen, esBAF inhibitor project, mouse ES cells, Bmi1 luciferase knock-in, single point | reporter increase, % at 12.5 µM | AID 602393, 2012 | 24 h; 100% = twice the neutral-well signal | hit rate 2% among 350,000; in the data active = activation above about 40%;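 also: 0% = median of the plate's neutral control wells and 100% = double that signal; a rise in the Bmi1 reporter signal indicates esBAF inhibition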
Statin myotox sup – suppressors of statin myotoxicity in C2C12 myotubes, primary screen, cell-based, single point, plate reader. C2C12 myotubes + simvastatin, ATP luminescence, 48 h; scaled: DMSO 0, geranylgeraniol control 100. rescue of ATP level, % at 7.49 µM. hit rate 0.78% among 330,000. AID 602340, 2012;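 active = mean ATP rescue above about 67%, or every replicate alone reaching that limit, limit read from the data, passing the limit was not always enough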;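 also: myotubes were challenged with 10 µM simvastatin during compound exposure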
S100A4 MyoIIA – inhibitors of S100A4-myosin IIA peptide binding, primary screen, biochemical, fluorescence polarization, TAMRA-MyoIIA peptide | Protein S100-A4 (Homo sapiens), P26447 | inhibition, % at 10.7 µM | hit rate 0.14% among 360,000;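 active = mean inhibition of at least 70% across replicates, with every replicate also reaching that level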
Target sequence (P26447 whole entry, looked up): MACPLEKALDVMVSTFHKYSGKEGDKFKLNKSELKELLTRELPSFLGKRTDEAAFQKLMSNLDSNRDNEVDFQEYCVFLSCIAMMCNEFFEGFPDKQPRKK
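Compound dosing: one dose per compound; test system: human S100A4 monomer with TAMRA-labelled myosin IIA peptide; probe or stimulus: TAMRA-labelled myosin IIA heavy-chain peptide probe, 5 nM; medium: HEPES buffer with Ca2+, pH 7.2; schedule: 5 min incubation before reading; benchmarks: neutral control DMSO, positive control TFP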
LGR2 inh – inhibitors of bursicon-induced LGR2 CRE-luciferase signal, primary screen, cell-based, HEK293, CRE-luciferase reporter, bursicon stimulation | hit rate 0.35% among 380,000 | inhibition, % at 9.99 µM | Drosophila bursicon receptor LGR2 (rickets) | bursicon-stimulated, 4 h;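 active = drop in luminescence signal, shown as inhibition above about 50% in the replicate tests, limit read from the data, passing the limit was not always enough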;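 also: agonist challenge used bursicon conditioned medium at about half maximal strength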
FN deposition inh – inhibitors of fibronectin matrix deposition, primary screen, AH1F cells, Alexa488-fibronectin fluorescence, plate reader. AH1F fibroblasts, overnight. hit rate 0.086% among 350,000. inhibition, % at 12.6 µM. AID 743247, 2014;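 active = mean inhibition across replicates of 30% or more, regardless of how many single replicates reach that level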;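 also: positive control wells lacked labelled fibronectin entirely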
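Assay system: AH1F fibroblasts assembling fluorescent fibronectin matrix; Amount: 10000 AH1F cells per well; Buffer or medium: DMEM, 2% serum; Probe or stimulus: Alexa488-fibronectin, 24 nM final in well; Doses: single compound dose, delivered by pin transfer; Incubation: 1 h adhesion, overnight exposure; Measured by: fluorescence 485/525 nm; Read-out: fibronectin deposition inhibition.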
SIRT5 inh – SIRT5 desuccinylase inhibitors, primary screen, biochemical, fluorescence imaging, single point, set 5; Purified SirT5, succinyl-peptide AMC, trypsin-coupled fluorescence; inhibition, % at 15 µM; hit rate 1.1% among 330,000; AID 652115, 2013; in the data active = inhibition above about 15%
Target sequence (Q9NXA8 whole entry, looked up): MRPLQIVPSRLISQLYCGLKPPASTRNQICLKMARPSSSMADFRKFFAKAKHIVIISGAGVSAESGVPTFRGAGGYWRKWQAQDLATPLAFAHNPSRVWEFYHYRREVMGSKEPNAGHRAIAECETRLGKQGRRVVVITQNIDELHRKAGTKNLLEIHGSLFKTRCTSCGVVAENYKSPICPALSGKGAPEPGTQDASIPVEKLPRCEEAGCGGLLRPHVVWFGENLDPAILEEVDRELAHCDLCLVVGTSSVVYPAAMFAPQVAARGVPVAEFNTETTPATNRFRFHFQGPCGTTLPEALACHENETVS
CASP6 VEID inh – human caspase-6 inhibitors, primary screen, biochemical, VEID-R110 fluorescence, single point, set 2 | purified caspase-6, Z-VEID-R110 cleavage fluorescence | inhibition, % at 12.5 µM | hit rate 0.53% among 350,000 | AID 686996, 2013;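 active = mean inhibition across replicates at least about 35%, with every replicate also reaching that limit, limit read from the data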;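 also: 0% = median of neutral control wells and 100% = no fluorescence left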
Target sequence (P55212 24-179 limits assumed): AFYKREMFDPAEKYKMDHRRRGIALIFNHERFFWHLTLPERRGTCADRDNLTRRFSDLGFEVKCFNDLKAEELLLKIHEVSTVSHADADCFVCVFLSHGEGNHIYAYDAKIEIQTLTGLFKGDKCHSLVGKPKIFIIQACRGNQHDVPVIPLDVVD
Target sequence (P55212 194-293 limits assumed): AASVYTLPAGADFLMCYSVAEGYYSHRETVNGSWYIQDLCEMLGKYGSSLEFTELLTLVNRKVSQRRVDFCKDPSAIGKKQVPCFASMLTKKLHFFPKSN
* hit, by the source's call; x = no result given.

SMILES | esBAF inh | Statin myotox sup | S100A4 MyoIIA | LGR2 inh | FN deposition inh | SIRT5 inh | CASP6 VEID inh
CCSc1ncnc2c1sc1nc3c(cc12)COC(C)(C)C3 | x | x | 6 | -49 | 9 | -3 | 3
O=C(NNC(=S)NC1CC2C=CC1C2)c1ccncc1 (configuration not stated) | x | x | 6 | 1 | -2 | 1 | -2
CCCNC(=O)[C@H]1[C@H](CO)[C@H]2Cn3c(ccc(-c4ccccc4F)c3=O)[C@H]2N1CCC | -4 | -16 | 16 | 10 | x | 1 | 1
CC(=O)C1=C(C)N(Cc2ccccc2)C(=O)N[C@@H]1c1cccc(C(F)(F)F)c1 | 24 | 11 | -5 | 3 | 5 | 2 | -1
Cc1cccc(NC2(C(F)(F)F)N=C3SCCN3C2=O)n1 (configuration not stated) | -2 | 5 | x | x | 1 | x | x
CC(C)OC(=O)CSc1nnc2c(n1)[nH]c1ccc(F)cc12 | x | x | -3 | 6 | -12 | 2 | -2
O=C(N1CCOCC1)N1CCN(S(=O)(=O)c2ccc(F)cc2)CC1 | -1 | 2 | -1 | -11 | 6 | -4 | -1
COc1ccc(N(Cc2ccccc2)S(=O)(=O)c2cccc(C(=O)NCC3CCCO3)c2)cc1 (configuration not stated) | -4 | -2 | 0 | 31 | 2 | -10 | 1
O=CN(Cc1ccccc1)c1cc([N+](=O)[O-])ccc1OCc1ccccc1 | x | x | 17 | -26 | x | x | -4
Cn1c(=O)[nH]c(=O)c2c1nc(NCc1ccccc1)n2Cc1ccc(F)cc1 | 1 | 17 | 8 | -8 | -6 | -1 | -1
CC(C)CN(CC(C)C)c1ccc(/C=N/n2cnnc2)cc1[N+](=O)[O-] | x | x | 2 | 2 | 0 | 3 | 8
C=CCn1c(SC(C)C(=O)Nc2ccc(Cl)cn2)nnc1C1CC1 (configuration not stated) | -6 | -9 | 7 | 0 | -1 | -4 | 0
Cc1ccc(-c2cnc(C(O)c3cc(C)cc(C)c3)[nH]2)cc1 (configuration not stated) | -4 | -4 | -1 | -1 | -7 | x | 1
C[C@@H]1CN([C@@H](C)CO)C(=O)Cc2cc(NS(=O)(=O)c3ccc(F)cc3)ccc2O[C@@H]1CN(C)CC1CCCCC1 | -3 | 35 | -25 | -3 | x | 14 | -1
C=C(C)C(=O)N1CCN(C(=O)C(=C)C)c2ccccc21 | 3 | 2 | 3 | x | 3 | x | 5
CC(=O)Nc1ccc(S(=O)(=O)Nc2ccc3c(c2)OCCO3)cc1Cl | x | x | -6 | -7 | -6 | 0 | -1
CN1C(=O)c2cc(NC(=O)c3ccccc3)ccc2OC[C@@H]2O[C@@H](CC(=O)O)CC[C@H]21 | -1 | -1 | 4 | 3 | -4 | 6 | 0
O=C(C[C@H]1CC[C@@H]2[C@H](COC[C@H](O)CN2Cc2cc(F)ccc2F)O1)N1CCc2ccccc2C1 | 6 | 36 | 6 | 0 | 8 | -2 | 3
CNc1oc(-c2ccccc2F)nc1S(=O)(=O)c1ccc(C)cc1 | -13 | 0 | 6 | 5 | x | -4 | -2
COc1cc(CC(=O)Nc2cccc(C(F)(F)F)c2)cc(OC)c1OC | x | x | -1 | 0 | -3 | -3 | 1
COc1ccc(Cl)cc1C(=O)NCc1ccc2c(c1)OCO2 | -6 | 10 | 6 | 13 | 0 | x | 3
O=C(O)CCNC(=O)c1ccc(NC(=O)Cc2ccc(Cl)cc2)cc1 | x | x | -3 | 6 | 12 | 26* | x
Cc1ccc2nc(SC(C(=O)Nc3ccc(F)cc3)c3ccccc3)[nH]c2c1 (configuration not stated) | 5 | 5 | x | 12 | 0 | x | x
CCOc1ccc(CCNC(=O)C(O)c2ccccc2)cc1 (configuration not stated) | 2 | -6 | x | 4 | x | x | x
COc1ccc([C@H]2C[C@@H](n3cc(C4CC4)nn3)[C@H](O)CN2Cc2cccs2)cc1 | -9 | 11 | -3 | -24 | 10 | -1 | 1

Continued:
SMILES | esBAF inh | Statin myotox sup | S100A4 MyoIIA | LGR2 inh | FN deposition inh | SIRT5 inh | CASP6 VEID inh
COc1ccc(C(=O)NNC(=O)c2ccc(S(=O)(=O)N3CC(C)OC(C)C3)cc2)cc1 (configuration not stated) | x | x | 4 | 7 | -2 | -2 | -1
Cn1nccc1C(=O)N1CCCC(C(=O)c2ccc(C(F)(F)F)cc2)C1 (configuration not stated) | 3 | -30 | -1 | 0 | 6 | -6 | -1
Cc1cc(NS(=O)(=O)c2c(C)[nH]c(=O)[nH]c2=O)ccc1Br | 4 | 2 | -1 | -1 | 2 | -2 | 3
Cc1ccc(C(=O)N(Cc2nnc(-c3ccc(Cl)cc3)o2)C2CC2)o1 | 13 | -2 | 6 | -25 | -2 | 1 | 2
C[C@H](CO)N1C[C@H](C)[C@@H](CN(C)Cc2ccncc2)Oc2ncc(C#Cc3ccncc3)cc2C1=O | 2 | 39 | x | -4 | -7 | x | x
CC(C(=O)Nc1ccccc1-c1ccccc1)N1CCN(C(=O)c2ccccc2)CC1 (configuration not stated) | -5 | 19 | -3 | 4 | -1 | -2 | 1
CCOC(=O)Cc1c(C)nc2c(-c3ccc(OC)cc3)c(C)nn2c1C | 7 | -54 | x | x | 18 | x | x
COc1ccc(Cl)cc1NC(=S)Nc1ccccc1F | 2 | -14 | 1 | 2 | -12 | -2 | 0
COc1cc(NC(=O)Nc2nnc([C@@H]3C[C@H](O)[C@@H](CO)O3)s2)cc(OC)c1OC | -4 | 9 | 5 | x | -2 | -8 | -1
O=C(Nc1ccc(F)cc1)c1ccccc1S(=O)(=O)c1ccccc1[N+](=O)[O-] | x | x | -2 | 17 | x | -2 | 2
Cc1noc(C)c1S(=O)(=O)N(C)C[C@H]1OCCCC[C@H](C)Oc2ccc(NS(=O)(=O)c3cccs3)cc2C(=O)N([C@H](C)CO)C[C@@H]1C | 2 | x | -4 | -14 | x | 2 | 0
O=C([C@H]1[C@H](CO)[C@H]2Cn3c(ccc(C4=CCCC4)c3=O)[C@H]2N1CC1CC1)N1CCCCC1 | 2 | 8 | -5 | -6 | x | -4 | 3
Cc1ccc(S(=O)(=O)NN=C2C3CC4CC(C3)CC2C4)cc1 | -2 | 21 | 12 | 5 | 7 | 1 | 7
O=C(COc1cccc2cccnc12)Nc1cccc(S(=O)(=O)N2CCCC2)c1 | -3 | -2 | -1 | 16 | 2 | 13 | 7
CCCCc1ccc(NC(=S)N2CCC(O)CC2)cc1 | -3 | 9 | -4 | 0 | -2 | 0 | -1
Cc1cccc(C)c1N(CC(=O)NC1CCCCC1)C(=O)c1csnn1 | 12 | 9 | -1 | 13 | 20 | 0 | 0
CC1(c2ccccc2)NC(=O)N(CC(=O)Nc2ccc3c(c2)OCO3)C1=O (configuration not stated) | -6 | x | -2 | -8 | -4 | -3 | 0
O=C(COc1cc(O)c2c(=O)c3ccccc3oc2c1)OCc1ccccc1 | -3 | x | -8 | 0 | -5 | -3 | 3
O=C(CCS(=O)(=O)c1ccccc1)NC1CCCC1 | 7 | -1 | 0 | -13 | x | -2 | 4
O=C(CNC(=O)C1CCCCC1)NC1CCCCC1 | 30 | 9 | -1 | 3 | 4 | 14 | 0
COc1cc(NC(=O)C2CC(c3ccccc3O)=NO2)c(OC)cc1Cl (configuration not stated) | 2 | -9 | -6 | 5 | 10 | -1 | 1
COc1ccccc1S(=O)(=O)N[C@H]1CC[C@H](CCn2cc(C3CC3)nn2)O[C@H]1CO | 5 | 1 | 11 | 1 | -13 | 1 | 1
COc1ccccc1N(C)S(=O)(=O)c1ccc(C(=O)OCC(=O)NCc2cccs2)cc1 | x | x | -7 | 19 | 13 | 1 | -3
O=Nc1nc2ncccn2c1-c1ccccc1 | x | x | -1 | 3 | x | x | -2
Cc1cc(=O)[nH]c(-c2ccc(C(F)(F)F)cc2)n1 | -5 | -10 | 5 | -4 | 6 | 2 | 2

Next part:
SMILES | esBAF inh | Statin myotox sup | S100A4 MyoIIA | LGR2 inh | FN deposition inh | SIRT5 inh | CASP6 VEID inh
Cc1ccc(Cc2c(-c3ccc(Cl)cc3)nc3ccc(Cl)cn23)cc1 | 31 | 20 | -8 | -49 | -2 | -4 | -2
COc1ccc(C(C)=O)cc1COc1cccnc1[N+](=O)[O-] | x | x | 4 | 2 | 13 | 1 | 0
Cc1ccc([C@H]2N[C@]3(CCCN(Cc4cccn4C)C3=O)[C@H]3C(=O)N(Cc4ccccc4)C(=O)[C@@H]23)cc1 | 8 | 1 | 1 | -2 | -14 | 1 | 0
COc1ccc(Nc2oc(-c3ccccc3F)nc2C#N)cc1 | x | x | 2 | x | 7 | -6 | 2
Cc1cc(C)c(S(=O)(=O)N2CCN(C(=O)c3c(C)nn(-c4ccccc4)c3Cl)CC2)c(C)c1 | -11 | 5 | -8 | 11 | -9 | -1 | 0
COc1ccc(NC(=O)C2CCCN(c3nc(C)cc(C)n3)C2)cc1 (configuration not stated) | x | x | -9 | -13 | -4 | -4 | -1
C[C@@H]1CN([C@@H](C)CO)C(=O)c2cc(NC(=O)Nc3ccc(F)cc3)ccc2O[C@@H]1CN(C)S(=O)(=O)c1cccs1 | 1 | -44 | -3 | 2 | x | 10 | 1
CC(=O)c1sc(NC(=O)c2ccc(C(C)(C)C)cc2)nc1C | -8 | -11 | -2 | -41 | 2 | 1 | -2
COc1ccc(NS(=O)(=O)c2ccc(C)c(C(=O)NCC(c3cccs3)N3CCOCC3)c2)cc1 (configuration not stated) | x | x | 2 | -1 | -5 | -11 | -129

Ordered by number of heavy atoms (ascending): part of the list above
SMILES | esBAF inh | Statin myotox sup | S100A4 MyoIIA | LGR2 inh | FN deposition inh | SIRT5 inh | CASP6 VEID inh
O=Nc1nc2ncccn2c1-c1ccccc1 | x | x | -1 | 3 | x | x | -2
Cc1cc(=O)[nH]c(-c2ccc(C(F)(F)F)cc2)n1 | -5 | -10 | 5 | -4 | 6 | 2 | 2
COc1ccc(C(C)=O)cc1COc1cccnc1[N+](=O)[O-] | x | x | 4 | 2 | 13 | 1 | 0
Cc1ccc(Cc2c(-c3ccc(Cl)cc3)nc3ccc(Cl)cn23)cc1 | 31 | 20 | -8 | -49 | -2 | -4 | -2
COc1ccccc1S(=O)(=O)N[C@H]1CC[C@H](CCn2cc(C3CC3)nn2)O[C@H]1CO | 5 | 1 | 11 | 1 | -13 | 1 | 1
COc1ccccc1N(C)S(=O)(=O)c1ccc(C(=O)OCC(=O)NCc2cccs2)cc1 | x | x | -7 | 19 | 13 | 1 | -3
Cc1cc(C)c(S(=O)(=O)N2CCN(C(=O)c3c(C)nn(-c4ccccc4)c3Cl)CC2)c(C)c1 | -11 | 5 | -8 | 11 | -9 | -1 | 0
COc1ccc(NS(=O)(=O)c2ccc(C)c(C(=O)NCC(c3cccs3)N3CCOCC3)c2)cc1 (configuration not stated) | x | x | 2 | -1 | -5 | -11 | -129
Cc1ccc([C@H]2N[C@]3(CCCN(Cc4cccn4C)C3=O)[C@H]3C(=O)N(Cc4ccccc4)C(=O)[C@@H]23)cc1 | 8 | 1 | 1 | -2 | -14 | 1 | 0
C[C@@H]1CN([C@@H](C)CO)C(=O)c2cc(NC(=O)Nc3ccc(F)cc3)ccc2O[C@@H]1CN(C)S(=O)(=O)c1cccs1 | 1 | -44 | -3 | 2 | x | 10 | 1

Only part of the results is shown (hit frequency here may not be typical).
